Bioassay records from PubChem BioAssay.
BRCA1 expr act = qHTS Assay to Identify Small Molecule Activators of BRCA1 Expression | MCF7-BRCA1-FFLuc reporter, luminescence, 48 h; response scale: scaled: vehicle 0%, 10 µM genistein 100% | AID 624202, 2012 | actives 1.1% (n = 380,000) | Potency, µM (doses to about 46.1 µM), inactives show top-dose activation, most hits filed as activators; note: potency is the fitted concentration of half-maximal effect; nearly all actives have a fitted effect of over 80% in size; some results filed as inactive show a strong effect at the top dose
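Luminescence from a BRCA1-driven firefly luciferase in MCF7 cells was read after 48 h compound exposure at 37 C. Data normalized against DMSO and a 10microM genistein activation control, then curve-fitted across the titration.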
Rab9 prom act = qHTS Assay for Rab9 Promoter Activators. Potency, µM (highest dose often 9.22 µM), without a hit: top-dose activation, negative = inhibition, usual class: activators. actives 2.8% (n = 320,000). AID 485297, 2010. Huh7 Rab9 promoter-luciferase reporter, luminescence, 24 h; note: potency is the fitted concentration of half-maximal effect; % of control where 0% means no effect; nearly all actives have a fitted effect of over 60% in size
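Cells were plated at 1500 per well in reduced-serum medium with 10% FBS and left 2 h. Compound in DMSO was then added for 24 h at 37 °C. Reporter signal was read by luminescence after 10 min with luciferase detection reagent.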
FLuc modulator = qHTS profiling assay for firefly luciferase inhibitor/activator using purifed enzyme and Km concentrations of substrates (counterscreen for miR-21 project). AID 588342, 2011. Luciferin 4-monooxygenase (Photinus pyralis), P08659. Potency, µM (top dose mostly 57.5 µM), for the others: top-dose activity change, negative = inhibition, hits mostly inhibitors. actives 6.9% (n = 360,000). purified FLuc, Km substrates, luminescence inhibition;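 note: potency is the fitted concentration of half-maximal effect; plate controls were vehicle for no effect and reference inhibitor for full effect; nearly all actives have a fitted effect of over 55% in size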
Target sequence (P08659 whole entry, looked up): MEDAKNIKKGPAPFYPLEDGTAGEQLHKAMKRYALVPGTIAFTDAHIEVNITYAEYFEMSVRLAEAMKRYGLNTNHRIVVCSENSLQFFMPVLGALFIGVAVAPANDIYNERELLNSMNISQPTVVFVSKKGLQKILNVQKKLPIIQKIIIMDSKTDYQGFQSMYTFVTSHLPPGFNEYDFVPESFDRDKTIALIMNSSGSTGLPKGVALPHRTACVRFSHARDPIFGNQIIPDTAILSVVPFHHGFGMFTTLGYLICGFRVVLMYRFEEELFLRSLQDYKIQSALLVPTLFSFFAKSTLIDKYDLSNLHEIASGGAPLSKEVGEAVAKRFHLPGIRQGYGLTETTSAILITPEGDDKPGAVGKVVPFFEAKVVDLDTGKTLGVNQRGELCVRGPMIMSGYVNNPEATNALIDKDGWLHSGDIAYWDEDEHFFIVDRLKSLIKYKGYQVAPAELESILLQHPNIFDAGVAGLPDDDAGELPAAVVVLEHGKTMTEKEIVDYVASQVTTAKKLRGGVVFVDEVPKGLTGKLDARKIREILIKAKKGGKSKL
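Purified P. pyralis luciferase (10nM final) with 10uM D-luciferin and 10uM ATP (Km levels) in 50mM Tris acetate pH 7.5, 10mM Mg acetate, 0.01% Tween-20, 0.05% BSA; qHTS 6-point titration, ~60 µM downward; luminescence read.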
VP16 counter = VP16 counterscreen qHTS for inhibitors of ROR gamma transcriptional activity. actives 3.5% (n = 310,000). AID 2546, 2010. Drosophila S2 Gal4-VP16 UAS-luciferase, luminescence, 20 h. Potency, µM (top dose mostly 53.6 µM), for inactives: at the top dose activity, negative = inhibition, usual class: inhibitors;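 note: Gal4-VP16 expression switched on by copper sulfate through the metallothionein promoter; potency is the fitted concentration of half-maximal effect; % is set by controls: 0 for no effect and ±100 for the full control effect; nearly all actives have a fitted effect of over 50% in size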
p53 reactivator = qHTS assay for re-activators of p53 using a Luc reporter | actives 0.063% (n = 320,000) | Potency, µM (series often up to 92.2 µM), for the others: at the highest dose activity change, positive = activation, actives largely listed as activators | H1299 p53-A138V BP100-luciferase reporter, luminescence, 24 h; note: potency is the fitted concentration of half-maximal effect; % of control where 0% means no effect; nearly all actives have a fitted effect of over 45% in size
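p53-null H1299 cells stably carrying temperature-sensitive p53-A138V and a BP100-luciferase reporter were pinned with compounds (4-point, 1:5 series) and held 24 hrs at 37 deg C. Luminescence was read 10 min after detection reagent.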
Giardia killer = Small Molecules that selectively kill Giardia lamblia: qHTS; AID 540267, 2011; actives 0.15% (n = 340,000); activity change, % at 7.66 µM, hits read low; Giardia lamblia trophozoite viability; in the data active = activity change below about -80%; inconclusive = between about -30% and that limit;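 note: parasites exposed to compound for two days anaerobically before the ATP read; % is set by controls: 0 for no effect and ±100 for the full control effect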
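Media and compound were dispensed first, then trophozoites at 100 cells/well; plates sat 48 hrs at 37 deg C without oxygen before ATP luminescence reagent was added and read after 15-30 min at room temperature.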
RORg inh = qHTS for inhibitors of ROR gamma transcriptional activity; Drosophila S2 Gal4-RORgamma UAS-luciferase reporter, 20 h; AID 2551, 2010; Potency, µM (doses to about 53.6 µM), for inactives: at the top dose activity change, negative = inhibition, most hits filed as inhibitors; actives 5.4% (n = 310,000); note: potency is the fitted concentration of half-maximal effect; % is set by controls: 0 for no effect and ±100 for the full control effect; nearly all actives have a fitted effect of over 60% in size
Target sequence (P51450 whole entry, looked up, the tested form may be a part): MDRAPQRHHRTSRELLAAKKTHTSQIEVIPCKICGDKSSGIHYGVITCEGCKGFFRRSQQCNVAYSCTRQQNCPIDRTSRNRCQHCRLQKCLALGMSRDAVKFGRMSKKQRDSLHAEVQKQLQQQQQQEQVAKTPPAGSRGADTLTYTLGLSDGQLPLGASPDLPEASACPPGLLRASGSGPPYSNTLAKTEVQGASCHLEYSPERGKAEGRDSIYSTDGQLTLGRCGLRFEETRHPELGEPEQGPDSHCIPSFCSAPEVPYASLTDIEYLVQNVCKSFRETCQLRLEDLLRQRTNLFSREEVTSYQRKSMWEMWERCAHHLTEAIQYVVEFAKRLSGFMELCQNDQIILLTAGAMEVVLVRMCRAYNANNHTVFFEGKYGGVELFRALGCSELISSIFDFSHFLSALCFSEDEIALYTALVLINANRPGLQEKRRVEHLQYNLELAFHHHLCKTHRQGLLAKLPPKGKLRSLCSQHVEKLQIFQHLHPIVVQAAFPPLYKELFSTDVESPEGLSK
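Luminescence from a UAS-regulated Photinus luciferase reporter in stably transfected Drosophila Schneider cells is measured; decreased signal marks ROR gamma inhibition. Fusion expression is induced by 700 uM copper sulfate for 20 hr.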
PKM2 activator = qHTS Assay for Activators of Human Muscle isoform 2 Pyruvate Kinase; purified PKM2, Kinase-Glo ATP luminescence, activation; response scale: 0% is enzyme alone, no compound; Pyruvate kinase PKM (Homo sapiens), P14618; AID 1631, 2009; actives 0.34% (n = 260,000); Potency, µM (highest dose often 57.5 µM), without a hit: at the top dose activation, hits mostly activators; note: potency is the fitted concentration of half-maximal effect; % is set by controls: 0 for no effect and ±100 for the full control effect; nearly all actives have a fitted effect of over 55% in size
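ATP formation by purified human PK-M2, quantified via coupled luciferase luminescence after 1 h at room temperature with 0.1 mM ADP and 0.5 mM PEP final.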
NPC1 promoter act = qHTS Assay for NPC1 Promoter Activators. actives 2.4% (n = 320,000). AID 485313, 2010. Potency, µM (top dose mostly 9.22 µM), for inactives: top-dose activation, usual class: activators. Huh7 NPC1 promoter luciferase reporter, 24 h;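 note: potency is the fitted concentration of half-maximal effect; % of control where 0% means no effect; nearly all actives have a fitted effect of over 60% in size; reporter is driven by a mutant NPC1 promoter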
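Stable NPC1-promoter luciferase Huh7 line; cpd (DMSO) 24 h, 37 °C, 5% CO2; Amplite luciferase reagent 10 min RT; luminescence readout. qHTS format.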
Menin-MLL TR inh = qHTS Assay for Inhibitors Targeting the Menin-MLL Interaction in MLL Related Leukemias: Competition With Texas Red Labeled MLL-derived Mutant Peptide; O00255; Menin + Texas Red MLL mutant peptide, fluorescence polarization; Potency, µM (highest dose often 61.6 µM), without a hit: top-dose FP activity change, negative = inhibition, usual class: inhibitors; actives 0.23% (n = 270,000); active = well fitted inhibition curve with a large enough effect in the polarisation, with a control signal flat, not every such curve was filed as active; inconclusive = small, poorly fitted or top-dose-only effect, or effect the other way, or a change in a side signal; inactive = no such curve, though single readings can be large or run the other way; the % refers to the polarisation; note: potency is the fitted concentration of half-maximal effect; % of control where 0% means no effect; many of its hits are not listed in these tables
ELG1 genotoxic = qHTS screen for small molecules that induce genotoxicity in human embryonic kidney (HEK293T) cells expressing luciferase-tagged ELG1. HEK293T ELG1-luciferase reporter, luminescence, 16 h. Potency, µM (highest dose often 46 µM), without a hit: top-dose activity change, positive = activation, most hits filed as activators. actives 1.3% (n = 330,000); note: potency is the fitted concentration of half-maximal effect; % of control where 0% means no effect; nearly all actives have a fitted effect of over 60% in size
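DMSO vehicle served as control against compound-treated ELG1-luciferase HEK293T cells; exposure lasted 16 hr at 37 °C and 5% CO2, followed by ONE-Glo luminescence detection after 30 min.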
Numbers without * were called inactive; ? = inconclusive; nt = not tested or not shown; & = joins results of further samples; [ ] = another dose, or the depositor's remark. Unless noted, calls come from the whole dose curve; as a rule, active = well fitted curve in the direction sought with a large enough effect; inconclusive = small, poorly fitted or top-dose-only effect, or another doubt; inactive = no such curve, though single readings can be large; an effect the other way counts as inactive or inconclusive. A portion of the library, so the mix of outcomes need not match the whole.

1. Nc1cc(-c2ccncc2)c[nH]c1=O
2. O=C(O)[C@@H]1[C@H]2C[C@H]3c4[nH]c5ccccc5c4CCN3C[C@@H]2CC[C@@H]1O
3. Nc1ccc(C(=O)Nc2ccccc2N)cc1
4. c1ccc2c(CC3=NCCN3)cccc2c1
5. O=c1cc[nH]c(=O)[nH]1
6. O=C(O)COC(=O)Cc1ccccc1Nc1c(Cl)cccc1Cl

assay / compound | 1 | 2 | 3 | 4 | 5 | 6
BRCA1 expr act | 5% | -13% | -42% | 0% | -14% | 7%
Rab9 prom act | -4% | 0% | ? | -3% | 2% | 9%
FLuc modulator | -7% | 1% | 1% | 4% | 11% | -6%
VP16 counter | ? | nt | -4%&19% | -11% | -3% | 0%
p53 reactivator | -1% | 3% | nt | 3% | -1% | nt
Giardia killer | 9 | -3 | 4 | 6 | -12 | -4
RORg inh | 25% | nt | 7%&-8% | -6% | 29% | 1%
PKM2 activator | -7% | nt | 0% | -5% | nt | 0%
NPC1 promoter act | 1% | -2% | 23% | 0% | 1% | -1%
Menin-MLL TR inh | ? | nt | -2%&6% | 3% | 0% | 0%
ELG1 genotoxic | -3% | 3% | 15µM* | 0% | -1% | 1%

7. Cc1nc2c3ccccc3nc(NNC(=O)CCC(=O)N3CCN(c4ccccc4)CC3)n2n1
8. CCC[C@H](N[C@@H](C)C(=O)N1[C@H](C(=O)O)C[C@@H]2CCCC[C@@H]21)C(=O)OCC
9. Cc1nnc(NS(=O)(=O)c2ccc(N)cc2)s1
10. CCOC(=O)C1(CCOc2ccccc2)CCN(Cc2ccc(O)c(Cl)c2)CC1
11. CC1(C)O[C@H]2CC(=O)OCC23[C@H]2CC[C@@]4(C)[C@H](c5ccoc5)OC(=O)[C@H]5O[C@]54[C@]2(C)C(=O)C[C@@H]13 (stereo partly specified)
12. COc1cc2nc(N3CCN(C(=O)C4COc5ccccc5O4)CC3)nc(N)c2cc1OC (stereo unspecified)

assay / compound | 7 | 8 | 9 | 10 | 11 | 12
BRCA1 expr act | 0% | -5% | -10% | -31% | -4% | -8%&0%
Rab9 prom act | 0% | -4% | -5% | -2% | -2% | -18%[46.1 µM]
FLuc modulator | -1%&-15% | -9% | 1% | 10% | 1% | -7%
VP16 counter | 3% | nt | -2% | -20% | nt | ?
p53 reactivator | -3% | -3% | -1% | nt | 1% | 4%
Giardia killer | -13 | -3 | -1 | -15 | 3 | -5
RORg inh | 0% | nt | 19% | ? | nt | 12%
PKM2 activator | nt | nt | -3% | -4% | nt | 20%
NPC1 promoter act | -21% | 1% | -1% | 3% | -2% | -3%[46.1 µM]
Menin-MLL TR inh | nt | nt | 6% | -15% | nt | ?
ELG1 genotoxic | -4% | -8% | 1% | -3% | -7% | 1%

13. CC(C)=CC(=O)O[C@@H]1Cc2cc3ccc(=O)oc3cc2OC1(C)C
14. NS(=O)(=O)c1cc2c(cc1C(F)(F)F)NC(Cc1ccccc1)NS2(=O)=O (stereo unspecified)
15. NC(=O)NC(CCC(=O)O)C(=O)O (stereo unspecified)
16. CCCOc1ccccc1-c1nc2n[nH]nc2c(=O)[nH]1
17. N=C(N=C(N)N)N1CCOCC1
18. Cc1cc(C)nc(/N=C(\N)Nc2ccc(S(N)(=O)=O)cc2)n1

assay / compound | 13 | 14 | 15 | 16 | 17 | 18
BRCA1 expr act | -7% | -6% | 13% | 0% | 7% | -17%
Rab9 prom act | -9% | -3% | nt | -10%[46.1 µM] | -2% | -9%
FLuc modulator | 3% | -2% | nt | nt | -1% | 3%
VP16 counter | nt | -5%&2% | -14% | 9% | -6%[17 µM] | -13%
p53 reactivator | -13% | 13% | nt | nt | 4% | -3%
Giardia killer | -21 | 0 | -16 | 11 | 6 | 1
RORg inh | nt | -12%&4% | 2% | 1% | 2%[16.9 µM] | -16%
PKM2 activator | nt | 0% | nt | nt | nt | -3%
NPC1 promoter act | -4% | 1% | nt | 3%[46.1 µM] | 1% | -6%
Menin-MLL TR inh | nt | 0%&5% | -12% | -24% | 2%[24.8 µM] | 11%
ELG1 genotoxic | -1% | 4% | nt | nt | -4% | -8%

19. Cc1coc2c1C(=O)C(=O)c1c-2ccc2c1CCCC2(C)C
20. COc1ccccc1OCC(O)COC(N)=O (stereo unspecified)
21. O=C1N(c2ccccc2)c2ccccc2C1(Cc1ccncc1)Cc1ccncc1
22. CCCCCCCCO
23. CCCn1ncc(CN2CCCC(C(=O)c3cccc(OC(C)C)c3)C2)c1C (stereo unspecified)
24. CCOc1ccc(S(=O)(=O)N2CCCCCC2)c2ccccc12

assay / compound | 19 | 20 | 21 | 22 | 23 | 24
BRCA1 expr act | -73% | 6% | 8% | 1% | -7% | -34%
Rab9 prom act | 12% | -3% | -3%[46.1 µM] | -2% | -3% | 4%
FLuc modulator | ? | 1% | 2% | 8% | 0% | 4%
VP16 counter | -10%&16%&-10% | -11%&4% | 1%&5%&5% | -2% | -2% | -1%
p53 reactivator | 11% | -1% | nt | 4% | -1% | -4%
Giardia killer | -16 | 10 | 8 | 30[activator] | 24 | 23
RORg inh | -31%&0%&-23% | -6%&0% | 2%&-11%&-21% | 1% | 9% | 16%
PKM2 activator | 1% | -1% | -1% | nt | -11% | 0%
NPC1 promoter act | -6% | -5% | 4%[46.1 µM] | -4% | 6% | 1%
Menin-MLL TR inh | ? | -2%&1% | 1% | nt | nt | 28%
ELG1 genotoxic | 4% | 6% | nt | 1% | 0% | -5%

25. COc1c(O)cc2c(c1O)C1OC(CO)C(O)C(O)C1OC2=O (stereo unspecified)
26. CC(=O)N1C[C@H](O)C[C@H]1C(=O)O
27. CC1=NN(c2ccccc2)C(=O)C1
28. CN1CCC(=C2c3ccccc3CCc3sccc32)CC1
29. CN(C)C/C=C(/c1ccc(Br)cc1)c1cccnc1

assay / compound | 25 | 26 | 27 | 28 | 29
BRCA1 expr act | 15% | -8% | -20% | 0% | 9%
Rab9 prom act | -2% | -4% | -22% | -7% | -6%[46.1 µM]
FLuc modulator | 0% | -3% | 4% | -1% | nt
VP16 counter | nt | nt | -7%&4%&0%&-7%&-11%&-1% | -6% | -8%
p53 reactivator | -7% | 7% | 0% | -14% | nt
Giardia killer | 6 | ? | 6 | 10 | -16
RORg inh | nt | nt | ? | -20%[10 µM] | 4%
PKM2 activator | nt | nt | -5% | 1% | nt
NPC1 promoter act | -2% | -2% | 3% | -6% | 0%[46.1 µM]
Menin-MLL TR inh | nt | nt | ? | ? | 4%
ELG1 genotoxic | 7% | -3% | 2% | -4% | nt

Among those listed so far, these have sulfur:
9. Cc1nnc(NS(=O)(=O)c2ccc(N)cc2)s1
14. NS(=O)(=O)c1cc2c(cc1C(F)(F)F)NC(Cc1ccccc1)NS2(=O)=O (stereo unspecified)
18. Cc1cc(C)nc(/N=C(\N)Nc2ccc(S(N)(=O)=O)cc2)n1
24. CCOc1ccc(S(=O)(=O)N2CCCCCC2)c2ccccc12
28. CN1CCC(=C2c3ccccc3CCc3sccc32)CC1

assay / compound | 9 | 14 | 18 | 24 | 28
BRCA1 expr act | -10% | -6% | -17% | -34% | 0%
Rab9 prom act | -5% | -3% | -9% | 4% | -7%
FLuc modulator | 1% | -2% | 3% | 4% | -1%
VP16 counter | -2% | -5%&2% | -13% | -1% | -6%
p53 reactivator | -1% | 13% | -3% | -4% | -14%
Giardia killer | -1 | 0 | 1 | 23 | 10
RORg inh | 19% | -12%&4% | -16% | 16% | -20%[10 µM]
PKM2 activator | -3% | 0% | -3% | 0% | 1%
NPC1 promoter act | -1% | 1% | -6% | 1% | -6%
Menin-MLL TR inh | 6% | 0%&5% | 11% | 28% | ?
ELG1 genotoxic | 1% | 4% | -8% | -5% | -4%
